SIRT5 inh – blocks human SIRT5 desuccinylation of peptide | Purified SirT5, succinyl-peptide AMC, trypsin-coupled fluorescence | Q9NXA8 | 1.1% of 330,000 active | inhibition, % at 15 µM | AID 652115; in the data active means inhibition above about 15%; inconclusive means no clear call, values can overlap the other calls
Target sequence (Q9NXA8 whole entry, looked up): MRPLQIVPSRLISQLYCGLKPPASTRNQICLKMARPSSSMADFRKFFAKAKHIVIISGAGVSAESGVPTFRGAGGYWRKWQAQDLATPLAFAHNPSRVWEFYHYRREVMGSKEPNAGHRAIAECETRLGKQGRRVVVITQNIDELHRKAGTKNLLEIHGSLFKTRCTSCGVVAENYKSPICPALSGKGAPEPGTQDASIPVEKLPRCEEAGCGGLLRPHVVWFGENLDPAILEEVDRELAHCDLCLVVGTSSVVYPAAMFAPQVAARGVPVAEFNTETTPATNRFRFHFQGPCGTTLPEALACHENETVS
S100A4 MyoIIA – S100A4-myosin IIA interaction inhibition | P26447 | S100A4/TAMRA-MyoIIA peptide fluorescence polarization | inhibition, % at 10.7 µM | 0.14% of 360,000 active | AID 652163;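 active means mean inhibition of at least 70% across replicates, with every replicate also reaching that level; inconclusive means mean inhibition reaches 70% but some replicates fall short; inactive means mean inhibition below 70%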
Target sequence (P26447 whole entry, looked up): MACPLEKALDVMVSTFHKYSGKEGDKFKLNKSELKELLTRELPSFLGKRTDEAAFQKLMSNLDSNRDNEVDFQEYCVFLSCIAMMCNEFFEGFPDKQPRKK
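Material: S100A4 monomer protein | Medium: HEPES pH 7.2 with CaCl2, KCl, NaCl, DTT, Triton | Reagent: Labelled myosin peptide probe, 5 nM | Doses: One dose per compound | Times: 5 min incubation before reading | Benchmarks: Neutral control DMSO, positive control TFP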
PglD inh – inhibitors of Campylobacter jejuni PglD acetyltransferase; purified PglD enzyme, DTNB colorimetric CoA detection; inhibition, % at 12.5 µM; AID 602405; 0.098% of 360,000 active; in the data active means inhibition above about 16%, passing the limit was not always enough; inconclusive means no clear call, values can overlap the other calls; further: strong numbers were not always called active
E-selectin induc – E-selectin induction on HUVECs; P16581; HUVEC E-selectin immunofluorescence imaging; normalized: neutral wells 0, TNF-alpha wells 100; activation, % at 7.58 µM; 0.37% of 260,000 active; AID 686992;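 active means mean E-selectin-positive cell signal at least 10% of the positive control, reached in at least 60% of replicates, without over 20% cell loss; inconclusive means no rule given, readout overlaps actives, possibly toxicity-flagged; inactive means the rest, including those meeting only one limit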;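 further: in these data hits start at about 27%; measured in HUVEC primary endothelial cells; signal is the percent of cells scored E-selectin positive by PE staining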
Target sequence (P16581 whole entry, looked up): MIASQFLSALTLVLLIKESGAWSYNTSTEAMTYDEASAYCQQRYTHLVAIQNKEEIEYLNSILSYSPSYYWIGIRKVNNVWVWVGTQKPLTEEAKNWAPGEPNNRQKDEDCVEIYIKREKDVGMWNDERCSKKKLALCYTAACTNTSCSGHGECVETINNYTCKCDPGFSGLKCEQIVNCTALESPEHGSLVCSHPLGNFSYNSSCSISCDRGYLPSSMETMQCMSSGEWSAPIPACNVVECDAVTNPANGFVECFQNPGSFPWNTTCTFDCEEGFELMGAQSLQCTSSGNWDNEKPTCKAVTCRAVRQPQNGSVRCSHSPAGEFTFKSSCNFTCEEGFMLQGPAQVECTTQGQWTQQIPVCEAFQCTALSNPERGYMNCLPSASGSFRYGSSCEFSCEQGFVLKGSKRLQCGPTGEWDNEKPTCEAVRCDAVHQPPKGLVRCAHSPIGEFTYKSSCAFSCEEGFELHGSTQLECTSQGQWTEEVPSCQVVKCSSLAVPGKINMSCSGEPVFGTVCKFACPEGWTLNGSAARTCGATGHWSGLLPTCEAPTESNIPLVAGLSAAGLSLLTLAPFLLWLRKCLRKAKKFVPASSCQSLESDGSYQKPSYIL
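Test system: HUVEC | Signal: Immunofluorescence imaging | Read-out: Percent E-selectin-positive cells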
ERp5 block – ERp5 (human) disulfide isomerase inhibition. ERp5 insulin aggregation, absorbance 650 nm, 90 min. inhibition, % at 9.99 µM. 0.05% of 350,000 active;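 active means mean replicate inhibition above about 25%, with every replicate also reaching it, limit read from the data, passing the limit was not always enough; inconclusive means only one of those two criteria met; inactive means neither criterion met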
Statin myotox sup – suppressors of simvastatin-induced myotoxicity in C2C12 myotubes; ATP luminescence, 48 h; scaled: DMSO 0, geranylgeraniol control 100; rescue of ATP level, % at 7.49 µM; 0.78% of 330,000 active;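 active means mean ATP rescue above about 67%, or every replicate alone reaching that limit, limit read from the data, passing the limit was not always enough; inconclusive means no clear call, values can overlap the other calls; inactive means mean under the limit and some replicate under it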;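 further: myotubes were challenged with 10 µM simvastatin during compound exposure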
DENV2 CPE rescue – DENV2-induced cell death inhibition. DENV2-infected cells, cytopathic effect rescue, plate reader. AID 651640. CPE inhibition, % at 9.99 µM. 1.7% of 350,000 active; in the data active means CPE inhibition above about 20%, passing the limit was not always enough; inconclusive means no clear call, values can overlap the other calls; tested in BHK-21 cells;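 further: 0% = median of neutral control wells and 100% = median of positive control wells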
* = called active by the depositor; ? = inconclusive; nt = no result given.

SMILES	SIRT5 inh	S100A4 MyoIIA	PglD inh	E-selectin induc	ERp5 block	Statin myotox sup	DENV2 CPE rescue
CC1(C(=O)NCc2ccco2)Cc2c(-c3ccc4c(c3)OCO4)ccnc2O1 (configuration not stated)	nt	-5	0	1.1	0	-43	8
COc1ccc2[nH]c(C(=O)N(C)Cc3ccccc3)c(C)c2c1	-2	-15	-9	nt	5	0	-2
COc1cc(NC(=O)COC(=O)CCCC2=NS(=O)(=O)c3ccccc3N2)cc(OC)c1	1	4	-2	nt	1	1	-3
CCOC(=O)C1=CCN(S(=O)(=O)c2ccccc2Br)C1c1ccc(Cl)cc1 (configuration not stated)	nt	1	nt	-0.7	3	nt	-6
Nc1nccc(SCc2ccccc2)n1	-1	-4	-3	nt	0	-1	8
COc1ccc2c3c(n(C)c2c1)[C@@H](CO)N(C(C)=O)CC31CN(Cc2ccc(Cl)cc2)C1	-4	4	nt	-0.2	2	nt	-3
CC(CC(=O)O)Nc1ccccc1O (configuration not stated)	3	-11	nt	nt	-1	2	7
Cc1nc2scc(C)n2c(=O)c1S(=O)(=O)N1CCN(c2ccccc2)CC1	2	0	nt	0.1	4	-7	-3
COc1ccc(NC(=O)c2cccc(NC(=O)c3ccccc3)c2)c(OC)c1	3	3	-1	nt	4	-8	9
O=C1NC(Cc2ccc(O)cc2)c2nc3ccccc3c(=O)n2-c2ccccc21 (configuration not stated)	-2	-3	nt	-0.2	6	nt	39*
CCC(=O)N(C)C[C@H]1Oc2cc(-c3ccc(OC)cc3)ccc2S(=O)(=O)N([C@@H](C)CO)C[C@@H]1C	-10	3	-1	-0.3	3	11	8
C=CCNC(=O)COC(=O)CCC(=O)c1cccs1	-4	-7	2	nt	-1	1	11
Cc1ccc(S(=O)(=O)N/N=C/c2ccccc2O)cc1	-4	-4	-1	-0.1	-2	14	0
CCCCN(C(=O)c1ccc(COc2ccccc2)o1)c1c(N)n(CC(C)C)c(=O)[nH]c1=O	-3	-1	3	-0.2	9	6	?
CCCC(NC(=O)COc1cc2c(c3oc(=O)cc(C)c13)CCC(C)(C)O2)C(=O)O (configuration not stated)	-57	-3	5	nt	-4	-1	-1
COCCNc1c2c(nc3ccccc13)CCC2	-4	-8	2	nt	-3	-1	-6
CCOC(=O)CSc1nnc(-c2cc(OC)c(OC)c(OC)c2)o1	-5	-4	nt	4.8	-7	nt	2
CCCNC(=O)C[C@@H]1CC[C@@H]2[C@@H](COc3ccc(NC(=O)NC(C)C)cc3C(=O)N2C)O1	-7	3	-1	0.3	2	-27	0
COc1ccccc1CNCCS(=O)(=O)NCc1ccccc1	1	-9	0	-0.3	1	-2	-2
CS(=O)(=O)c1ccc(-c2nnc(NC(=O)c3cccc(N4C(=O)CCC4=O)c3)o2)cc1	-1	-2	nt	-2.3	1	nt	-5

Quoted at random: 3 records from the list.
SMILES	SIRT5 inh	S100A4 MyoIIA	PglD inh	E-selectin induc	ERp5 block	Statin myotox sup	DENV2 CPE rescue
COc1ccc2[nH]c(C(=O)N(C)Cc3ccccc3)c(C)c2c1	-2	-15	-9	nt	5	0	-2
COc1ccc(NC(=O)c2cccc(NC(=O)c3ccccc3)c2)c(OC)c1	3	3	-1	nt	4	-8	9
O=C1NC(Cc2ccc(O)cc2)c2nc3ccccc3c(=O)n2-c2ccccc21 (configuration not stated)	-2	-3	nt	-0.2	6	nt	39*

The results go on:
SMILES	SIRT5 inh	S100A4 MyoIIA	PglD inh	E-selectin induc	ERp5 block	Statin myotox sup	DENV2 CPE rescue
COCC#Cc1cnc2c(c1)C(=O)N([C@H](C)CO)C[C@H](C)[C@@H](CN(C)C(=O)C1CC1)O2	7	-11	7	0.1	5	-11	-2
COC(=O)Cc1c(C(=O)OC)nnn1-c1ccc(OC(F)(F)F)cc1	1	5	0	nt	0	2	6
CC(OC(=O)c1cccc([N+](=O)[O-])c1)C(=O)N1CCc2ccccc21 (configuration not stated)	-1	-3	3	nt	-7	-4	11
CN(C)C(=O)c1cccc(-c2ccc([C@@H]3[C@@H](CO)N4C(=O)CN(C(=O)C5CCC5)C[C@@H]34)cc2)c1	1	-1	nt	0.0	-1	nt	-8
C[C@H]1CN([C@@H](C)CO)C(=O)Cc2cc(NS(=O)(=O)c3cccs3)ccc2O[C@@H]1CN(C)Cc1ccc(C(=O)Nc2ccccc2N)cc1	-5	-2	nt	2.8	11	nt	2
CC(C)CCNC(=O)Cn1c(=O)oc2cc(S(=O)(=O)N3CCc4ccccc43)ccc21	nt	0	-5	nt	3	-7	-5
O=C(C[C@H]1C[C@H]2c3cc(NC(=O)Nc4ccc(C(F)(F)F)cc4)ccc3O[C@H]2[C@@H](CO)O1)NCc1cc(F)ccc1F	0	2	10	5.8	2	4	1
C[C@H](CO)N1C[C@H](C)[C@@H](CN(C)C(=O)C2CC2)Oc2cc(-c3cccc(C#N)c3)ccc2S1(=O)=O	1	1	1	0.1	1	-19	-10
COc1cccc(CNC(=O)Cn2cc3c(n2)CCCC3)c1	nt	-3	-4	nt	11	19	-8
COc1ccc(F)cc1-c1cc(NC(C)=O)c2ncc(-c3cc(OC)c(OC)c(OC)c3)n2c1	-4	-2	-4	-0.2	11	-25	-3
CCCC(=O)Nc1ccc2c(c1)C(=O)N(C)[C@@H]1CC[C@H](CC(=O)NCc3ccccc3F)O[C@H]1CO2	nt	nt	-2	0.0	nt	-18	-4
CC(C)[C@H](NC(N)=O)C(=O)NCCc1ccc(Cl)cc1Cl	1	-5	nt	nt	-1	nt	nt
CC(C)Oc1ccc(S(=O)(=O)N2CCOCC2)cc1NC(=O)CCCSc1ccccc1	-2	-7	8	nt	4	16	-13
Nc1nc2ccccc2cc1C(=O)NCc1ccc(-c2ccccc2)cc1	-1	-2	nt	-0.1	-1	nt	10
COC(=O)C[C@@H]1CC[C@@H]2[C@H](COc3ccc(NC(=O)c4ccccc4F)cc3C(=O)N2C)O1	8	-5	-2	0.0	-4	24	-4
Cc1sc(N)c(C(=O)c2ccccc2Cl)c1C	-3	-2	4	nt	4	-6	-3
CN(C)C(=O)c1ccc(-c2ccc([C@H]3[C@H]4CN(C(=O)C5CCCC5)CCCCN4[C@H]3CO)cc2)cc1	9	0	0	nt	2	nt	-5
CCC1CCCCN1CCCNC(=O)c1c(O)nc2cc(C)ccn2c1=O (configuration not stated)	-3	0	-2	nt	6	-11	0
O=C(Nc1cccc(-c2ccc(N3CCOCC3)nn2)c1)c1ccc(Cl)cc1	-3	2	-6	-0.1	-7	-26	0
COc1ccc(F)cc1S(=O)(=O)N1CCC2(CC1)OCCN2S(=O)(=O)c1cccs1	-3	12	-4	-0.3	1	35	?
N#CC(CC(=O)c1ccc(F)cc1)c1ccc2c(c1)OCO2 (configuration not stated)	-9	1	-1	0.1	2	5	10
CC(C)c1cn(CC[C@@H]2CC[C@@H](NS(=O)(=O)c3ccc(Cl)cc3)[C@@H](CO)O2)nn1	4	-1	-2	0.3	2	1	6
CCCNC(=O)C[C@@H]1C[C@@H]2c3cc(NC(=O)C4CCOCC4)ccc3O[C@@H]2[C@H](CO)O1	-2	3	1	-0.3	1	6	-3
C[C@@H]1CCCCO[C@@H](CN(C)S(=O)(=O)c2cn(C)cn2)[C@H](C)CN([C@@H](C)CO)C(=O)c2cc(NC(=O)c3ccccc3)ccc2O1	-1	-5	2	0.7	3	nt	-4
Cc1cccc(C(=O)N2CCN(Cc3nc4sc5c(c4c(=O)[nH]3)CCCC5)CC2)c1	-1	-3	-2	nt	1	-8	3
COc1ccccc1NC(=O)CN1CCC(c2nc3ccccc3[nH]2)CC1	-5	2	-4	3.6	-15	-10	3
O=C(Nc1ccc2oc(-c3ccncc3)nc2c1)c1ccccc1	-11	1	-1	0.4	6	8	3
CC(C)NC(=O)C1CCN(S(=O)(=O)c2ccc(N3CCCC3=O)cc2)CC1	2	-1	-2	nt	6	7	5
C#CCn1c(=NC(=O)c2ccc(S(=O)(=O)N3CCCc4ccccc43)cc2)sc2cc(S(N)(=O)=O)ccc21	-8	-5	nt	-0.6	0	nt	-8
O=C(c1ccc(F)cc1)N1CCCCN2[C@H](C1)[C@@H](c1ccc(-c3ccc(F)cc3)cc1)[C@@H]2CO	4	4	-1	nt	10	nt	-3
COc1ccc(NS(=O)(=O)c2cnc[nH]2)cc1	0	0	nt	nt	4	nt	7
O=C(O)c1nccnc1C(=O)Nc1ccc(Cl)cn1	-1	-6	-10	-0.3	2	11	1
O=C(Nc1ccc(-c2csc(Nc3ccccc3)n2)cc1)c1cccc(C(F)(F)F)c1	nt	1	1	0.7	-1	-57	nt
Cc1noc(C)c1NC(=O)Nc1ccc2c(c1)C(=O)N(C)[C@@H]1CC[C@H](CC(=O)N[C@H]3CCN(Cc4ccccc4)C3)O[C@H]1CO2	9	1	1	0.4	-1	5	12
CCCC(=O)Nc1ccc2c(c1)C(=O)N(C)[C@@H]1CC[C@@H](CC(=O)Nc3cn(C)nc3C)O[C@@H]1CO2	-5	-2	0	0.0	5	10	-4
O=C1CC(c2ccco2)CC(O)=C1C=Nc1ccccc1-c1ccccc1 (configuration not stated)	-4	-10	3	-1.4	0	-4	-8
COCC(=O)N1C[C@H](C)[C@@H](OC)CN(C)C(=O)c2cc(NC(=O)c3cnccn3)ccc2OC[C@H]1C	-4	2	1	0.5	0	7	-4
O=S1(=O)CCC(N=Nc2c(O)n(Cc3ccccc3)c3ccccc23)C1 (configuration not stated)	0	2	-1	-2.0	0	17	?
O=C(C[C@H]1CC[C@H](NC(=O)c2ccccn2)[C@@H](CO)O1)NCc1cccc(F)c1	7	14	-2	1.3	3	-11	14
CC(NC(=O)C1CCCN1C(=O)OC(C)(C)C)C(=O)OCc1ccccc1 (configuration not stated)	1	2	nt	-0.1	-2	nt	9
COCCN1CC(C(=O)NCc2ccccc2-n2ccnc2C)CCC1=O (configuration not stated)	5	2	1	-0.1	5	9	-6
C[C@@H]1CN([C@@H](C)CO)S(=O)(=O)c2ccc(C3=CCCCC3)cc2O[C@H]1CN(C)C(=O)C1CCOCC1	1	-2	-3	0.0	4	-5	4
CCN(CC)C(=O)Oc1nnc(SC(C)C)n1-c1ccc(Cl)c(Cl)c1	0	-1	-12	nt	0	6	5
O=C1C2C3C=CC(CC3)C2C(=O)N1c1ccccc1F (configuration not stated)	0	-3	1	0.2	2	-6	14
CC1CC(C)CN(C(=O)COC(=O)/C=C/c2ccco2)C1 (configuration not stated)	1	-5	-4	4.4	-11	0	-7
O=C(NCc1ccccc1C(F)(F)F)C1CCC(=O)N(C2CC2)C1 (configuration not stated)	-2	3	-5	nt	-16	-12	2
CCOC(=O)Cc1ccc(NCc2ccc(Cl)cc2)cc1	-1	-3	nt	nt	-9	nt	nt
COc1ccc2c3c(n(C)c2c1)[C@@H](CO)N(Cc1ccncc1)CC31CCN(C(=O)NC(C)C)CC1	-2	-9	nt	0.0	0	nt	6
C#Cc1cccc(C(=O)NC2CCCN(C3Cc4ccccc4C3)C2)c1 (configuration not stated)	0	-5	-1	nt	0	-2	?
C=C(C)c1sc(-c2ccc(Cl)cc2)nc1C	nt	1	3	-0.2	4	1	nt

In another format: four of the compounds above
SMILES | SIRT5 inh | S100A4 MyoIIA | PglD inh | E-selectin induc | ERp5 block | Statin myotox sup | DENV2 CPE rescue
CCOC(=O)Cc1ccc(NCc2ccc(Cl)cc2)cc1 | -1 | -3 | nt | nt | -9 | nt | nt
COc1ccc2c3c(n(C)c2c1)[C@@H](CO)N(Cc1ccncc1)CC31CCN(C(=O)NC(C)C)CC1 | -2 | -9 | nt | 0.0 | 0 | nt | 6
C#Cc1cccc(C(=O)NC2CCCN(C3Cc4ccccc4C3)C2)c1 (configuration not stated) | 0 | -5 | -1 | nt | 0 | -2 | ?
C=C(C)c1sc(-c2ccc(Cl)cc2)nc1C | nt | 1 | 3 | -0.2 | 4 | 1 | nt

Screening data: PubChem, Broad Institute

The list is partial; rates above refer to the full screens.
